H9c2 protect = modulators protecting cardiomyocytes from myocardial damage; H9c2 cardiomyocytes, H2O2 injury protection, ATPLite, 2 h; protection from H2O2 cell death, % at 20 µM; AID 588492; 360,000 compounds, 0.63% hits;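 active means compounds giving at least 50% protection of heart cells from peroxide-induced death in the single-dose screen, raw or plate-pattern-corrected value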;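 further: 0% = DMSO wells with peroxide and 100% = DMSO wells without peroxide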
MC4R barr agon = human MC4R agonism via beta-arrestin; P32245; activation, % at 8.9 µM; U2OS MC4R beta-arrestin complementation, luminescence; percent of melanotan II response, DMSO zero; 360,000 compounds, 0.98% hits;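 active means activation above a per-plate cutoff, the mean activation of sample wells on that plate plus 3 SD, cut at about 8% in these data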
Target sequence (P32245 whole entry, looked up): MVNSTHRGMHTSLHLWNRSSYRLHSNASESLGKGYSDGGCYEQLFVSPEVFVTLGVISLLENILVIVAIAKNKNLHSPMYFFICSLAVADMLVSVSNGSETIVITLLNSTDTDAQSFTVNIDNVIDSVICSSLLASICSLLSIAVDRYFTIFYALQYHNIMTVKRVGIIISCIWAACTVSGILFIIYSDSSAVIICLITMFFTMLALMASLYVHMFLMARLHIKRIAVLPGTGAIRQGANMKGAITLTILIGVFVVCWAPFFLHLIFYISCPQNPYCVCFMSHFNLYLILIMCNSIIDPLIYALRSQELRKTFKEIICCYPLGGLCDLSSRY
MC4R antagonist = blocks human MC4R cAMP signaling | inhibition, % at 6.5 µM | 360,000 compounds, 0.48% hits | MC4R-expressing cells, MTII-stimulated cAMP, LANCE TR-FRET | AID 540295;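 active means inhibition above its plate's cutoff, the mean of tested wells on that plate plus 3 SD, cut at about 29% in these data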;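 further: 0% = Melanotan II alone and 100% = Melanotan II plus saturating MCL0020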
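System: U2OS cells stably expressing human melanocortin 4 receptor (MC4R). Reagent: Melanotan II challenge after compound preincubation. Doses: 6.5 µM. Times: 30-min compound, 1-h challenge, 1-h detection, room temperature. Measured by: TR-FRET with Eu-cAMP and labeled anti-cAMP, 671 nm. Replicates: singlicate.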
PDI inh = PDI (human) enzyme inhibition | inhibition, % at 10 µM | P07237 | PDI insulin aggregation turbidity, A650, 90 min | 350,000 compounds, 0.052% hits | AID 588391;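 active means mean inhibition across replicates of 30% or more, whatever share of single replicates reach that level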;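 further: absorbance from insulin aggregation driven by PDI reduction with DTT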
Target sequence (P07237 whole entry, looked up): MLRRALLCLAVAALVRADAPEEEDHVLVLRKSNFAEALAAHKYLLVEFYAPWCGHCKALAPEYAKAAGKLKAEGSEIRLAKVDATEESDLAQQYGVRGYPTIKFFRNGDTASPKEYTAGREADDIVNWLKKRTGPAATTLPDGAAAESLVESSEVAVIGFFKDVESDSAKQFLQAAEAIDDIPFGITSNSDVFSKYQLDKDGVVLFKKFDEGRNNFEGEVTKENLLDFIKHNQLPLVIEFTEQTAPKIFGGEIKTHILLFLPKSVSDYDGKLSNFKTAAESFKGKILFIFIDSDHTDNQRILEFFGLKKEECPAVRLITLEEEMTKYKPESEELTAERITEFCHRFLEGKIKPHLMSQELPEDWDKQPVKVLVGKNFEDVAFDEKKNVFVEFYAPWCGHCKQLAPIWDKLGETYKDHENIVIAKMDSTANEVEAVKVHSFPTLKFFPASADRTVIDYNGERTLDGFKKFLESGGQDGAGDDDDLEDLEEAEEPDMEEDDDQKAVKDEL
HTR2A ag = agonists of mouse serotonin 5-HT2A receptor (HTR2A); activation, % at 7.6 µM; P35363; 360,000 compounds, 0.66% hits; AID 624169; CHO-K1 mHTR2A beta-arrestin complementation, luminescence; percent of 30 µM serotonin response;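 active means activation above a run cutoff, the mean activation of all tested compounds plus 3 SD, cut at about 14% in these data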;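 further: 0% = plate median of compound wells and 100% = 30 µM serotonin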
Vif imaging = HIV Vif inhibition; HEK293T cells, Vif self-association by quenched fluorescence, imaging, 24 h; inhibition, % at 7.49 µM; 340,000 compounds, 0.35% hits; AID 602346; in the data active means inhibition above about 50%, passing the limit was not always enough; further: some results filed as inactive read as strong as hits
aDG glyco act = alpha-DG glycosylation activation; Pro5-aDG cells, alpha-DG glycosylation AlphaScreen (IIH6); 0% Pro5, 100% B10-LARGE cell signal; activation, % at 10 µM; 360,000 compounds, 0.22% hits; AID 624168;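 active means activation of at least 8% versus controls, or a plate z-score of at least 8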;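 further: Pro5 are CHO cells carrying HIG-tagged alpha-DG that lacks glycosylation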
N-glyco inh = blocks N-linked glycosylation in D54 reporter cells | D54 ERlucT glycosylation luciferase reporter, 24 h; percent of 100 nM tunicamycin response | reporter increase, % at 12.5 µM | 360,000 compounds, 0.23% hits;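 active means mean luciferase reporter signal, scaled so untreated is 0 and the glycosylation-blocking control 100, at or above a set limit in every replicate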;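 further: luciferase carries N-glycosylation sites so blocking glycosylation raises the light; 0% = median of neutral control wells and 100% = median of 100 nM tunicamycin wells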
ABCB6 inh 2 = human ABCB6 transporter inhibition. Q9NP58. K562-ABCB6 porphyrin accumulation, flow cytometry, 1 h; hits give low values. fluorescence ratio to DMSO, % at 10 µM. 360,000 compounds, 0.19% hits. AID 602162;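 active means fluorescence ratio to DMSO below 75%, the collection mean minus 3 SD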;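 further: signal is porphyrin accumulated inside mitochondria; 100% equals median channel fluorescence of DMSO control wells; lower ratio means ABCB6 inhibition with less porphyrin fluorescence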
CaV13 FRET inh = Primary screen for inhibitors of IQ motif and Ca2+-dependent inactivation inhibitor domain binding in CACNA1D, Förster resonance energy transfer in living cells, …; inhibition, % at 12.3 µM; 340,000 compounds, 0.098% hits; HEK cells, CFP/YFP FRET ICDI-IQ, plate reader, 10 min; percent FRET-ratio fall versus neutral wells;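 active means mean replicate inhibition of at least 30% and at least 1% of replicates passing that level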;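 further: 0% = median of the neutral control wells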
An asterisk follows results filed as active.

Results for CCOc1ccc(NC2c3ccccc3C(=O)N2c2ccc(Cl)cn2)cc1 (stereo not drawn) ?
H9c2 protect: 3; MC4R barr agon: -0.2; MC4R antagonist: 0; HTR2A ag: -6; Vif imaging: 8; aDG glyco act: -0.1; N-glyco inh: -2; ABCB6 inh 2: 99; CaV13 FRET inh: -3

Results for Cc1cn([C@H]2C[C@H](O)[C@@H](/C=C/C(=O)NCCc3cccnc3)O2)c(=O)[nH]c1=O ?
H9c2 protect: 2; HTR2A ag: 10; Vif imaging: 1; aDG glyco act: 0.0; N-glyco inh: -1; ABCB6 inh 2: 101; CaV13 FRET inh: -4

What do the screens show for `CCOC(=O)c1ccc(NC(=O)CC2Sc3ncnn3C2=O)cc1` (stereo not drawn)?
H9c2 protect: -8; MC4R barr agon: -2.2; MC4R antagonist: 9; PDI inh: 7; HTR2A ag: 3; Vif imaging: -4; aDG glyco act: -0.3; N-glyco inh: 5; ABCB6 inh 2: 97; CaV13 FRET inh: -9

Results for COc1ccccc1CNC(=O)C(=O)Nc1ccc(C(=O)N2CCC(C)CC2)cc1 ?
H9c2 protect: 10; MC4R barr agon: 0.3; MC4R antagonist: 12; PDI inh: -6; HTR2A ag: 6; Vif imaging: -6; aDG glyco act: -0.1; N-glyco inh: -2; ABCB6 inh 2: 95; CaV13 FRET inh: -3

How did COc1ccc(CN(C(=O)c2snc(C(N)=O)c2N)C(C(=O)NC2CCCC2)c2ccco2)cc1 (stereo not drawn) do in these assays?
H9c2 protect: 24; MC4R barr agon: -1.0; MC4R antagonist: 7; PDI inh: -2; HTR2A ag: -1; Vif imaging: 9; aDG glyco act: 0.0; N-glyco inh: -1; ABCB6 inh 2: 99; CaV13 FRET inh: -2

Results for O=C(O)CCC(=O)N1CCN(c2ncccc2C(F)(F)F)CC1 ?
H9c2 protect: -3; MC4R barr agon: 0.6; MC4R antagonist: 8; PDI inh: 2; HTR2A ag: 1; Vif imaging: 18; aDG glyco act: 0.0; N-glyco inh: 3; ABCB6 inh 2: 100; CaV13 FRET inh: -20

What do the screens show for `Cc1cc(C)n(Cc2ccc(NC(=O)c3c([N+](=O)[O-])c(C)nn3C)cc2)n1`?
H9c2 protect: 0; MC4R barr agon: -0.2; MC4R antagonist: 4; PDI inh: 3; HTR2A ag: -3; Vif imaging: -1; aDG glyco act: 0.4; N-glyco inh: -2; ABCB6 inh 2: 100; CaV13 FRET inh: -7

What do the screens show for `CC(C)OC(=O)c1cn(-c2ccccc2)nc1-c1ccco1`?
H9c2 protect: 1; MC4R barr agon: -1.0; MC4R antagonist: 5; PDI inh: -21; HTR2A ag: 1; aDG glyco act: -0.1; N-glyco inh: 0; ABCB6 inh 2: 90; CaV13 FRET inh: -5

Results for COCCNC(=O)c1ccccc1NC(=O)c1ccc(Cl)c(S(=O)(=O)Nc2ccc(C)cc2C)c1 ?
H9c2 protect: 10; MC4R barr agon: -1.7; MC4R antagonist: 7; PDI inh: 20; HTR2A ag: 13; Vif imaging: -5; aDG glyco act: 0.1; N-glyco inh: 1; ABCB6 inh 2: 101

Results for Cc1ccnc(NS(=O)(=O)c2ccc(NC(=O)c3ccccc3F)cc2)n1 ?
H9c2 protect: -3; MC4R barr agon: -2.1; MC4R antagonist: -2; PDI inh: 14; HTR2A ag: 4; Vif imaging: -2; aDG glyco act: 0.1; N-glyco inh: -1; ABCB6 inh 2: 92; CaV13 FRET inh: -3

Results for CCOC(=O)c1c(S(=O)(=O)NCC(=O)Nc2ccc(F)cc2)c(C)n(C)c1C ?
H9c2 protect: 5; MC4R barr agon: 1.4; MC4R antagonist: 0; PDI inh: -11; HTR2A ag: -5; Vif imaging: 2; aDG glyco act: -0.2; N-glyco inh: -1; ABCB6 inh 2: 101; CaV13 FRET inh: -12

How did O=C(/C=C/c1ccccc1[N+](=O)[O-])c1ccccc1Br do in these assays?
H9c2 protect: 13; MC4R barr agon: 3.7; MC4R antagonist: 6; PDI inh: 0; HTR2A ag: -3; Vif imaging: -9; aDG glyco act: 1.7; N-glyco inh: 11; ABCB6 inh 2: 97; CaV13 FRET inh: -8

How did COc1ccc(CNC(=O)COC(=O)c2ccc(S(=O)(=O)N3CCCCC3)cc2)cc1 do in these assays?
H9c2 protect: 3; MC4R barr agon: 1.5; MC4R antagonist: 3; PDI inh: -5; HTR2A ag: 0; Vif imaging: 2; aDG glyco act: -0.3; N-glyco inh: 1; ABCB6 inh 2: 95; CaV13 FRET inh: -7

What do the screens show for `N=c1sccn1CC(=O)Nc1cccc(S(=O)(=O)N2CCCCCC2)c1`?
H9c2 protect: -25; MC4R barr agon: -0.2; MC4R antagonist: -2; PDI inh: 5; HTR2A ag: 0; Vif imaging: -3; aDG glyco act: 4.7; N-glyco inh: 3; ABCB6 inh 2: 95; CaV13 FRET inh: -19

Results for CCC(C)(C)NC(=O)C(C(C)C)N(CC1CCCO1)C(=O)CNS(=O)(=O)c1ccccc1 (stereo not drawn) ?
H9c2 protect: -4; MC4R barr agon: -2.8; MC4R antagonist: 17; PDI inh: 0; HTR2A ag: -1; Vif imaging: 18; aDG glyco act: 0.0; N-glyco inh: -1; ABCB6 inh 2: 97; CaV13 FRET inh: -2

How did COc1ccc2c3c(ccc2c1)C(=O)/C(=C/O)CC3 do in these assays?
H9c2 protect: 33; MC4R barr agon: 26*; MC4R antagonist: 11; PDI inh: -6; HTR2A ag: 6; Vif imaging: 2; aDG glyco act: 0.2; N-glyco inh: 1; ABCB6 inh 2: 122; CaV13 FRET inh: -7

Results for CCOc1ccc(/C=C2\SC(=S)N(CC(=O)NCCCN3CCOCC3)C2=O)cc1 ?
H9c2 protect: -9; MC4R barr agon: -0.2; MC4R antagonist: -10; PDI inh: 1; HTR2A ag: -7; Vif imaging: 11; aDG glyco act: 0.0; N-glyco inh: -3; ABCB6 inh 2: 96; CaV13 FRET inh: -3

Results for Cc1ccc(Cn2ncn(-c3ccccc3)c2=O)cc1 ?
H9c2 protect: 4; MC4R barr agon: -2.9; MC4R antagonist: 19; PDI inh: -4; HTR2A ag: -4; Vif imaging: 5; aDG glyco act: 0.3; N-glyco inh: -1; ABCB6 inh 2: 107; CaV13 FRET inh: -4

Results for COc1cc(NC(=O)CSc2nccc(C)n2)c(C)cc1[N+](=O)[O-] ?
H9c2 protect: 3; MC4R barr agon: -1.5; MC4R antagonist: 7; PDI inh: -3; HTR2A ag: -2; Vif imaging: 4; aDG glyco act: 0.2; N-glyco inh: 2; ABCB6 inh 2: 96; CaV13 FRET inh: -5

How did CCC1CCCCN1S(=O)(=O)c1ccc(C(=O)Nc2nnc(-c3cccs3)o2)cc1 (stereo not drawn) do in these assays?
H9c2 protect: 75*; MC4R barr agon: -3.1; MC4R antagonist: -2; PDI inh: -12; HTR2A ag: 1; Vif imaging: -3; aDG glyco act: 4.2; N-glyco inh: 0; ABCB6 inh 2: 89

The last 3 records of the part before open the next one:
Results for Cc1ccc(Cn2ncn(-c3ccccc3)c2=O)cc1 ?
H9c2 protect: 4; MC4R barr agon: -2.9; MC4R antagonist: 19; PDI inh: -4; HTR2A ag: -4; Vif imaging: 5; aDG glyco act: 0.3; N-glyco inh: -1; ABCB6 inh 2: 107; CaV13 FRET inh: -4

Results for COc1cc(NC(=O)CSc2nccc(C)n2)c(C)cc1[N+](=O)[O-] ?
H9c2 protect: 3; MC4R barr agon: -1.5; MC4R antagonist: 7; PDI inh: -3; HTR2A ag: -2; Vif imaging: 4; aDG glyco act: 0.2; N-glyco inh: 2; ABCB6 inh 2: 96; CaV13 FRET inh: -5

How did CCC1CCCCN1S(=O)(=O)c1ccc(C(=O)Nc2nnc(-c3cccs3)o2)cc1 (stereo not drawn) do in these assays?
H9c2 protect: 75*; MC4R barr agon: -3.1; MC4R antagonist: -2; PDI inh: -12; HTR2A ag: 1; Vif imaging: -3; aDG glyco act: 4.2; N-glyco inh: 0; ABCB6 inh 2: 89

What do the screens show for `COc1ccc(C(=O)OCC(=O)c2ccc(C3CCCCC3)cc2)cc1`?
H9c2 protect: -16; MC4R barr agon: -1.4; MC4R antagonist: -2; PDI inh: -11; HTR2A ag: 3; Vif imaging: -27; aDG glyco act: 1.5; N-glyco inh: -5; ABCB6 inh 2: 88

What do the screens show for `COc1ccc(OC)c(C(=O)c2coc3cc(Br)c(O)c(Br)c23)c1`?
H9c2 protect: -4; MC4R barr agon: -2.8; MC4R antagonist: 16; PDI inh: -4; HTR2A ag: 4; Vif imaging: -9; aDG glyco act: -0.2; N-glyco inh: 2; ABCB6 inh 2: 97; CaV13 FRET inh: -5

How did COc1cc(/C=N\NC(=O)OC(C)(C)C)ccc1OC(=O)c1ccco1 do in these assays?
H9c2 protect: 7; MC4R barr agon: -2.8; MC4R antagonist: -15; PDI inh: 1; HTR2A ag: -3; Vif imaging: 7; aDG glyco act: 0.1; N-glyco inh: 1; ABCB6 inh 2: 102; CaV13 FRET inh: 0

How did COc1ccc(/C=N/Nc2ccccn2)c(OC)c1OC do in these assays?
H9c2 protect: -1; MC4R barr agon: -1.3; MC4R antagonist: -3; PDI inh: 3; HTR2A ag: -3; Vif imaging: 15; aDG glyco act: -0.1; N-glyco inh: -2; ABCB6 inh 2: 94; CaV13 FRET inh: -11

Results for CNC(=S)N1N=C(c2ccc(C)cc2)CC1c1ccc(OC)c(OC)c1 (stereo not drawn) ?
H9c2 protect: -6; MC4R barr agon: 1.4; MC4R antagonist: 7; PDI inh: -4; HTR2A ag: -2; Vif imaging: -1; aDG glyco act: 0.6; N-glyco inh: 3; ABCB6 inh 2: 101; CaV13 FRET inh: -6

What do the screens show for `O=C(CNc1ccc2ccccc2c1)N/N=C/c1ccc([N+](=O)[O-])o1`?
H9c2 protect: -4; MC4R barr agon: 11*; MC4R antagonist: -9; PDI inh: -5; HTR2A ag: 4; Vif imaging: -8; aDG glyco act: 9.8*; N-glyco inh: 18; ABCB6 inh 2: 98; CaV13 FRET inh: -3

What do the screens show for `O=C(CCc1nc(-c2ccccc2)no1)Nc1cccc(C(=O)NC2CC2)c1`?
H9c2 protect: -6; MC4R barr agon: 1.4; MC4R antagonist: 14; PDI inh: -2; HTR2A ag: 4; Vif imaging: -10; aDG glyco act: -0.2; N-glyco inh: 0; ABCB6 inh 2: 97; CaV13 FRET inh: -5

How did O=S(=O)(NC1CC1)c1ccc(Br)cc1N1CCC[C@H]1CO do in these assays?
H9c2 protect: 5; MC4R barr agon: -0.2; MC4R antagonist: 5; PDI inh: -2; HTR2A ag: -1; Vif imaging: 1; aDG glyco act: -0.3; N-glyco inh: -1; ABCB6 inh 2: 100; CaV13 FRET inh: -3

Source: PubChem
